# NOD2-RIPK2 inh – inhibitors of human NOD2-RIPK2 interaction | O43353 | CHO BLA complementation NOD2-RIPK2, CCF4 ratio | inhibition, % at 4.98 µM | hit rate 0.38% among 360,000; in the data active means inhibition above about 21%;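 further: 0% = vehicle only and 100% = reference blocker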
# C8 TRAIL sens – sensitizes caspase-8 expressing cells to TRAIL; NB7+C8 cells + TRAIL, ATPlite viability luminescence; inhibition (viability loss, TRAIL sensitization), % at 10 µM; hit rate 1% among 360,000; AID 624354;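 active means compounds causing at least 50% loss of cell viability in the single-dose screen, relative to plate controls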
# TROY signal inh – blocks TROY-dependent signaling in reporter cells | Q293 LMP1-TROYcd NF-kB luciferase reporter, 4 h | hit rate 0.98% among 360,000 | AID 1347056 | inhibition, % at 10 µM;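 active means compounds whose plate-normalised and pattern-corrected inhibition of the luciferase reporter signal at the single screening dose is 50% or more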
# NR2F2 inh – inhibitors of human COUP-TFII (NR2F2); P24468; HEK293T NGFI-A luciferase reporter, luminescence; inhibition, % at 8.6 µM; hit rate 0.7% among 370,000; AID 686940;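 active means inhibition above a per-plate cutoff, mean inhibition of test wells between control levels plus 3 SD, cut at about 38% in these data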;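 further: cells cotransfected with COUP-TFII expression vector driving the NGFI-A reporter; 0% = median of COUP-TF2 test wells and 100% = reporter-only cells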
# TWEAK Fn14 block – TWEAK-Fn14 signaling inhibition; TWEAK-stimulated Fn14 reporter cells, luciferase luminescence, 8 h; inhibition, % at 10 µM; hit rate 2% among 360,000; AID 1159606; in the data active means inhibition above about 50%
# NCOA2 inhibitor – inhibits human steroid receptor coactivator 2; HEK293 GAL4-SRC2 luciferase reporter, luminescence; hit rate 0.17% among 370,000; Q15596; AID 651957; inhibition, % at 9 µM;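 active means inhibition above the mean inhibition of all tested compounds plus 3 SD, set per campaign, cut at about 52% in these data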;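 further: 0% = DMSO treated cells and 100% = cells given Gossypol at 36 µM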
# LMP1 NFkB inh – Epstein-Barr LMP1 NF-kappaB reporter inhibition; LMP1-induced NF-kappaB luciferase reporter cells, luminescence; inhibition, % at 12.5 µM; hit rate 0.69% among 350,000; AID 504558; in the data active means inhibition above about 41%;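 further: 0% = neutral control wells and 100% = reference inhibitor control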
# TLR9-MyD88 inh – blocks human TLR9 binding to MyD88. CHO BLA complementation TLR9-MyD88, CCF4 FRET ratio. inhibition, % at 4.98 µM. hit rate 0.21% among 340,000;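 active means inhibition above the mean over all tested compounds plus 3 SD, cut at about 21% in these data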;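 further: 0% = DMSO only wells and 100% = clavulanate BLA inhibitor control wells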
# Target sequence (Q99836 whole entry, looked up): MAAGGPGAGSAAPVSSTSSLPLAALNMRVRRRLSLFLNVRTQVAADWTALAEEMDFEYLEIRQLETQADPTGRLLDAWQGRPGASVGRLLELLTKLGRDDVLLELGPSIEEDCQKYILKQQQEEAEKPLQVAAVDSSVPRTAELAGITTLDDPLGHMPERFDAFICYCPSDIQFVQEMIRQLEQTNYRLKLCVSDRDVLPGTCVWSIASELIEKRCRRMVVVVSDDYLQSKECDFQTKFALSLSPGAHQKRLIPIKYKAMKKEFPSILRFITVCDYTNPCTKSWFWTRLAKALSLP
# Target sequence (Q9NR96 whole entry, looked up): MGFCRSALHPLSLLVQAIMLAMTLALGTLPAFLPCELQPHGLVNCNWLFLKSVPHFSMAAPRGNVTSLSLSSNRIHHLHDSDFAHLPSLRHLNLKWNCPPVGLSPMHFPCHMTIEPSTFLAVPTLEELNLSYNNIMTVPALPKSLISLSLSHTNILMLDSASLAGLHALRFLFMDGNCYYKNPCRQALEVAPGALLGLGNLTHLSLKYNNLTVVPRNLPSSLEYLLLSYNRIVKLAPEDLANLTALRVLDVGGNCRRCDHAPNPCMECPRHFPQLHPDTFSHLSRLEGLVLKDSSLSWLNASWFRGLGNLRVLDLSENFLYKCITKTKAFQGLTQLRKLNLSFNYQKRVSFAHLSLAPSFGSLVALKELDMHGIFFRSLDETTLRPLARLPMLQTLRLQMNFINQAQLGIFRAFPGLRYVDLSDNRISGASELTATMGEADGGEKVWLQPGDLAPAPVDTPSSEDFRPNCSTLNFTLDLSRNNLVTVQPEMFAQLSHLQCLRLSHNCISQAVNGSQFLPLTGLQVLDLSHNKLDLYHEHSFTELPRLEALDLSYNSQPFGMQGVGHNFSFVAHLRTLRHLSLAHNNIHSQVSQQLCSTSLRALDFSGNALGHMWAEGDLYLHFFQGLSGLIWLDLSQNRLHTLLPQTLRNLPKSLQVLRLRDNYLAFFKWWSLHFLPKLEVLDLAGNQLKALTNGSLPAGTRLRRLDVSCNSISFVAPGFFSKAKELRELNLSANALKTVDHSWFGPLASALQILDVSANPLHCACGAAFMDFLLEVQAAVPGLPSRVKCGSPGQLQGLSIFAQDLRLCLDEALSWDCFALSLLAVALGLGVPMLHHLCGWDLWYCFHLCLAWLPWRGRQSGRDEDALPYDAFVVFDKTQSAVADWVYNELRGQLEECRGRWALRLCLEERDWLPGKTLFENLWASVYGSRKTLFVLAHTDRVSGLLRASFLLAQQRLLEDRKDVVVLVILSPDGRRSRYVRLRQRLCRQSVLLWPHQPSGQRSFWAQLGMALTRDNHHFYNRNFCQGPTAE
# SRC3 inh – inhibits human SRC3 coactivator | Q9Y6Q9 | HEK293 GAL4-SRC3 luciferase reporter, luminescence | inhibition, % at 3.6 µM | hit rate 0.17% among 360,000 | AID 588352;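 active means inhibition above a per-campaign cutoff, the mean of all compounds plus 3 SD, cut at about 60% in these data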;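 further: 0% = DMSO-treated cells and 100% = gossypol-treated cells at 36 µM; higher means less SRC3-driven luciferase light from the GAL4 reporter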
# SRC1 inh – inhibits human SRC1 coactivator. inhibition, % at 3.6 µM. hit rate 0.12% among 360,000. Q15788. HEK293 GAL4-SRC1 luciferase reporter, luminescence. AID 588354;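 active means inhibition above the campaign mean plus 3 SD, with each screening campaign given its own cutoff, cut at about 60% in these data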;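 further: 0% = DMSO treated cells and 100% = gossypol at 36 µM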
# LRH-1 inv ag – suppresses constitutive activity of human LRH-1; inhibition, % at 3.6 µM; hit rate 0.13% among 360,000; O00482; AID 602396; HEK293T StAR-luciferase reporter, LRH-1 transfected, 24 h;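 active means inhibition above the mean inhibition of all tested compounds plus 3 SD, cut at about 73% in these data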;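 further: 0% = DMSO wells and 100% = reporter-only cells lacking LRH-1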
# * hit, by the source's call; . = not tested or not shown; & = joins results of further samples.
entry	SMILES	NOD2-RIPK2 inh	C8 TRAIL sens	TROY signal inh	NR2F2 inh	TWEAK Fn14 block	NCOA2 inhibitor	LMP1 NFkB inh	TLR9-MyD88 inh	SRC3 inh	SRC1 inh	LRH-1 inv ag
1	Cc1nc2oc3c(=O)[nH]cnc3c2c2c1COC(C)(C)C2	5	6	-11	6	-2	-6	-5	2	14	6	2
2	O=C1c2ccccc2C(=O)N1c1ccc(Br)c2cccnc12	4	-2	-30	7	-22	3	-18	-6	2	-6	7
3	COC(=O)c1ccc(NC(=S)NC2c3ccccc3CC2O)cc1 (stereo unspecified)	-5	-18	-24	9	4	6	2	.	-5	11	-26
4	CC1(C)CSC(=NCc2ccccc2)N1C(=O)c1cccc([N+](=O)[O-])c1	-2	-2	1	0	4	7	-3	-6	3	-21	6
5	COc1cc(C2SCCS2)cc(Br)c1Oc1ncccc1[N+](=O)[O-]	-5	5	26	-13	32	-22	-2	.	21	-1	2
6	CC1(C)Cc2c(cnn2-c2ccc(F)cc2)C(NC(=O)CN2CCCC2=O)C1 (stereo unspecified)	4	-17	-36	17	-11	-19	-3	9	-7	-7	-23
7	C(=C\c1ccccc1)/CSc1nnc(-c2cccnc2)o1	-6	-6	2	-7	-14	-6	-7	5	9	2	15
8	CCc1c(C)sc(NC(=S)N2CCN(CC)CC2)c1C(=O)OC	-9	-6	-4	7	-27	6	0	10	9	6	8
9	O=C(O)CCCC(=O)Nc1ccccc1-n1ccnc1	3	-4	13	11	1	-18	3	5	11	-15	-6
10	O=[N+]([O-])c1ccc(/C=[N+](\[O-])CCO)o1	-3	1	-13	1	14	-2	4	-7	-17	-18	2
11	Cc1cccc(N2C(=S)NC3c4cc(Cl)ccc4OC2(C)C3C(=O)N(C)C)c1 (stereo unspecified)	-3	-12	-3	18	6	-12	3	1	1	-1	1
12	COc1ccc(C(CC(=O)N2CCCC(C)C2)c2c(OC)cc(OC)c3ccc(=O)oc23)cc1 (stereo unspecified)	-2	-4	6	10	-35	6	-8	15	-4	-2	27
13	Cc1ccc(-c2nc(C)sc2CC(=O)OCC(=O)Nc2cccc([N+](=O)[O-])c2)cc1	1	0	17	2	-1	-12	-7	-2	0	-4	-13
14	CCc1ccc(NC(=O)Nc2cc(C(=O)O)ccc2N2CC3CC(C2)c2cccc(=O)n2C3)cc1 (stereo unspecified)	-4	-7	-36	-5	-7	-6	-4	10	-1	3	-4
15	Cc1ccc(C)c(S(=O)(=O)N2CCN(C(=O)Cc3ccsc3)CC2)c1	-2	1	-25	-5	-9	-6	0	-4	-24	-9	-2
16	Cc1ccc(C(=O)N/C(=C\c2cccc([N+](=O)[O-])c2)C(=O)NC(Cc2ccccc2)C(=O)O)cc1 (stereo unspecified)	-1	-14	-6	4	14	-21	-9	0	-17	-4	-11
17	Cc1cc(S(=O)(=O)N2CCN(c3ccc(F)cc3)CC2)c(C)s1	-8	5	6	6	3	-10	-5	9	19	2	6
18	Cc1ccc(CN2C(=O)[C@@H]3Cc4c([nH]c5ccccc45)C(C)(C)N3C2=O)cc1	12	3	12	-4	35	12	-3	5	7	18	-9
19	NC(=O)C1CCN(C(=O)CCSCc2ccccc2)CC1	-7	-14	23	-14	-1	14	-16	3	6	1	17
20	CCCC(=O)Nc1ccc(NC(=O)Cc2ccccc2)cn1	8	-9	-10	-10	-20	13	10	-4	-7	-18	-1
21	Cc1cc(Nc2ccccc2C(=O)O)n(-c2cccc(Cl)c2)n1	-16	-1	14	-27	-21	-43	1	11	-3	7	9
22	Cn1c(SCC(=O)NCC2COc3ccccc3O2)nnc1C(F)(F)F (stereo unspecified)	-4	-11	-21	-3	-3	-14	-2	-2	15	14	14
23	OC[C@H]1OC(O)[C@H](O)[C@@H]1O (stereo partly specified)	-4	6	-6	9	15	-14	-10	5	-20	-12	-5
24	O=C(Cn1cnc2c(OCc3ccccc3)ncnc21)NCCCN1CCCC1=O	-7	-8	-8	-25	4	-4	-14	-14	3	-7	-8
25	COc1ccc(NC(=O)CC2C(=O)N(Cc3cccs3)C(=S)N2C(C)C)cc1 (stereo unspecified)	1	-4	20	-3	0	-6	6	3	23	-16	6
26	O=C(c1ccc([N+](=O)[O-])cc1)N1CCSC1c1ccc(Br)cc1 (stereo unspecified)	0	-3	15	5	5	-18	-3	-5	7	8	-9
27	Nc1cccc2c3c(oc12)CCCC3	-8	6	16	-7	-4	-4	2	7	-17	-24	-7
28	CC(C)Cn1c(S(=O)(=O)O)nc2ccccc21	-6	7	-14	4	7	12	7	-4	-3	-6	4
29	COc1ccccc1NC(=S)N(CCc1ccc(OC)c(OC)c1)Cc1ccccn1	-7	-2	-9	10	24	6	4	0	17	-33	-9
30	Cc1ccc(SCC(=O)OCC(=O)N(C)CC(=O)Nc2ccccc2Cl)cc1C	-3	-13	-17	-16	12	-7	-2	3	-14	2	7
31	CC1CCc2nn(CC(=O)NCc3ccco3)cc2C1 (stereo unspecified)	0	5	-8	1	8	-31	-9	11	-2	2	10
32	NC(=O)Nn1c(CCC(=O)O)ccc1-c1ccc(Cl)cc1	0	-9	-8	-4	12	10	-5	-1	14	5	9
33	COC(=O)c1cn(NC(=O)c2cc(OC)c(OC)c(OC)c2)c(=O)c2ccccc12	-6	-17	-9	-3	-14	8	-1	11	10	-7	4
34	CCC/C(O)=C1\C(=O)CCCC1=NCCCCCC(=O)O	-12	-8	9	-2	7	13	-3	-1	7	17	-1
35	COc1ccc(NC(=O)Nc2ccc(N3CCCC3=O)cc2)cc1OC	-20	-14	-2	-8	6	11	-6	-4	16	1	-28
36	CC(C)(C)c1[nH]c2ccccc2c1/C=N/O	-8	-12	-1	5	6	-6	8	2	25	3	10
37	CCOC(=O)C1=CCN(S(C)(=O)=O)C1c1ccc(C)cc1 (stereo unspecified)	-8	4	4	-5	-1	-20	.	.	-43	-15	-6
38	COc1ccc(CNC(=O)c2cc(=O)c3c(C)cc(C)cc3o2)cc1	-3	-3	5	-3	2	-9	3	2	-13	13	11
39	Cc1sc(NC(=S)NC(=O)c2ccco2)c(C(N)=O)c1C	-2	3	-7	-2	1	-16	-15	-1	-16	-19	-27
40	OCCOCCn1c(C(CO)Nc2nc(-c3cccc(Br)c3)cs2)nc2ccccc21 (stereo unspecified)	-4	-10	-1	0	-10	0	-5	-2	-3	-5	2
41	Nc1ccc(S(=O)(=O)Nc2nccc(/C=C/c3ccc(Br)s3)n2)cc1	0	-6	-3	-2	-6	12	2	-5	-3	-8	-11
42	COc1ccccc1/C=C/C(=O)OCCCN(C)C	5	7	11	3	-5	-7	-7	-5	16	-2	-13
43	Cc1ccc(C)c(OCC(=O)Nc2c[nH]c(=O)[nH]c2=O)c1	-3	2	-10	2	-39	-6	13	2	2	-13	-14
44	CC(C)CN1CCN(CC#Cc2ccccc2)CC1CCO (stereo unspecified)	5	-5	5	0	14	-19	2	-9	11	7	4
45	COc1ccc(C(=O)C[n+]2ccc(-c3nnc4n3CCC4)cc2)cc1	4	2	10	-9	1	-13	-2	-14	-1	5	17

# Record cards (already shown). Order of values: NOD2-RIPK2 inh | C8 TRAIL sens | TROY signal inh | NR2F2 inh | TWEAK Fn14 block | NCOA2 inhibitor | LMP1 NFkB inh | TLR9-MyD88 inh | SRC3 inh | SRC1 inh | LRH-1 inv ag
# COC(=O)c1cn(NC(=O)c2cc(OC)c(OC)c(OC)c2)c(=O)c2ccccc12 is listed with -6 | -17 | -9 | -3 | -14 | 8 | -1 | 11 | 10 | -7 | 4
# CC1CCc2nn(CC(=O)NCc3ccco3)cc2C1 (stereo unspecified) is listed with 0 | 5 | -8 | 1 | 8 | -31 | -9 | 11 | -2 | 2 | 10

# (further entries)
entry	SMILES	NOD2-RIPK2 inh	C8 TRAIL sens	TROY signal inh	NR2F2 inh	TWEAK Fn14 block	NCOA2 inhibitor	LMP1 NFkB inh	TLR9-MyD88 inh	SRC3 inh	SRC1 inh	LRH-1 inv ag
46	O=C(NCCN1CCOCC1)c1cc(-c2ccc(Cl)cc2)on1	1	-5	-16	.	-11	.	-4	4	5	-27	13
47	COc1ccc(C(=O)c2c[nH]c(C(=O)NCc3ccco3)c2)cc1	-9	2	-2	-3	1	-22	-12	3	10	-10	-27
48	COc1ccc(Nc2nc(S(=O)(=O)c3ccc(C)cc3)c(Cl)s2)cc1	-3	10	37	9	42	-6	-13	5	17	13	19
49	COc1ccccc1NS(=O)(=O)c1cc(C(=O)N2CCN(C/C=C/c3ccccc3)CC2)ccc1C	0	1	18	12	12	-1	20	-2	-11	-2	-5
50	CC1Nc2ncnc(N3CCc4ccccc4C3)c2N(Cc2ccc(Br)cc2)C1=O (stereo unspecified)	5&5	2&-6	5&21	14	1&24	16	-5	-3	1&-11	-17&-3	-12&-12
51	Nc1nc(-c2ccco2)nn1S(=O)(=O)c1ccc(Cl)cc1	5	-3	5	-21	-25	-4	-4	-2	9	5	4
52	CC(=O)c1c(OC(=O)c2ccccc2)c2ccccc2n1C	-23	-1	28	0	35	-30	5	-5	10	5	-2
53	CCC1CCCCN1CCCNC(=O)Cn1nc(-c2ccc(C)cc2)ccc1=O (stereo unspecified)	-3	-1	10	18	-7	13	-6	-3	7	9	7
54	O=C(Nc1ccc(OC(F)(F)F)cc1)c1[nH]ncc1[N+](=O)[O-]	25*	4	-12	8	-17	-14	-10	25*	-23	-38	-8
55	CCOC(=O)C1=C(CS(=O)(=O)c2ccccc2)NC(=O)NC1c1ccc(O)c(OC)c1 (stereo unspecified)	6	-22	7	-14	-15	16	-8	1	14	-1	4
56	CCC1=NN2C(=N)/C(=C\c3cccn3-c3ccc(Cl)cc3)C(=O)N=C2S1	-7	5	21	6	4	5	-25	3	14	-11	9
57	COC(=O)/C(C#N)=C/c1c(Oc2cccc(C)c2C)nc2ccccn2c1=O	-5	-4	-16	16	1	-3	5	-15	13	-3	-22
58	O=C(NCc1cccnc1)c1cccc(S(=O)(=O)Nc2cccc(Cl)c2)c1	-1	9	1	11	9	-5	7	4	6	7	-2
59	Brc1ccc(Oc2nsnc2N2CCOCC2)cc1	0	31	-6	-16	8	6	-8	-6	-19	8	-16
60	CN(C(=O)c1cccc(NC(=O)Cc2ccc(NC(=O)C3CCCN(C(=O)C4CCCCC4)C3)cc2)c1)C1CCC1 (stereo unspecified)	-5	3	10	0	2	-5	6	-8	4	-2	-4
61	O=C(O)c1cc(N/N=C/c2c(O)ccc3ccccc23)ccc1Cl	-9	-22	10	22	31	-28	-26	-3	-79	-67	-44
62	Oc1[nH]c2ccccc2c1N=Nc1ccccn1	-10	2	-29	-22	-10	-26	-29	-4	-81	-44	-13
63	O=C(CNC(=O)c1ccc(Cl)cc1Cl)Nc1ccc(F)cc1	1	-4	12	-4	-14	7	-2	-3	4	-12	5
64	COc1ccc(CNC(=O)/C(C#N)=C2\N=C(NC(=O)c3cccs3)c3ccccc32)cc1	-2	6	4	0	-8	-10	-3	5	3	-22	7
65	O=C(Nc1c(-c2ccccc2)[nH][nH]c1=O)c1ccc(Br)cc1	-9	-15	-13	27	20	-6	.	.	17	1	16
66	COc1ccccc1N(C)S(=O)(=O)c1ccc(C(=O)Nc2cccc(S(=O)(=O)N3CCOCC3)c2)cc1	-3	15	33	50*	49	24	-1	7	25	6	13
67	COC(=O)c1cc(CNC(=O)c2sccc2-c2ccccc2)ccc1OC	-10	-1	-7	13	-2	17	3	-4	17	16	23
68	O=C(NC(=S)Nc1ccc(Br)c(Cl)c1)C1CC1	-3	-14	-58	-11	0	-60	-4	6	-12	-9	21

# Assay outcomes deposited in PubChem BioAssay by several laboratories.

# This is a subset; the hit share may differ from the screen's.
